Screening results as filed in PubChem.
CSN deneddyl inh = CSN deneddylation inhibition; inhibition, % at 12.5 µM; 0.38% of 360,000 active; Purified CSN, SCF-Nedd8-OG deneddylation, fluorescence polarization; AID 651999; Q92905;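 active = pattern-corrected inhibition above about 35%, with an unprinted fluorescence ratio check between 0.5 and 1.5, limit read from the data, passing the limit was not always enough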;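 note: 0% = enzyme with substrate and 100% = substrate without enzyme; some results filed as inactive read as strong as hits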
Target sequence (Q92905 whole entry, looked up, one chain of several): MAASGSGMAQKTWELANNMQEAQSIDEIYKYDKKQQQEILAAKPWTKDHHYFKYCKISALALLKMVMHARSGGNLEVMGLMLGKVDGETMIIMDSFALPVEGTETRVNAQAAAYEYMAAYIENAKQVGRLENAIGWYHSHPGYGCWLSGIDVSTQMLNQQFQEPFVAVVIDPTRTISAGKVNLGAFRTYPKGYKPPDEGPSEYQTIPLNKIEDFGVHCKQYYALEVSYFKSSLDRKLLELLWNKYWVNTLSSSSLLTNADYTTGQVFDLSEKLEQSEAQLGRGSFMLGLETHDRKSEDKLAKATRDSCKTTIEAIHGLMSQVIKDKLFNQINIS
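Test system: purified human Csn5 enzyme expressed in HEK293T cells. Amount: 0.24 nM enzyme. Reagent: SCFSkp2-Nedd8OG substrate at 10 nM final. Schedule: 90 min incubation of compound, enzyme and substrate at room temperature. Detection: fluorescence polarization. Read-out: % inhibition of substrate cleavage by Csn5.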
FAS-TE inh = FAS thioesterase (human) inhibition; P49327; recombinant FAS-TE, OMFH fluorogenic substrate, fluorescence endpoint; inhibition, % at 15 µM; 0.67% of 360,000 active; AID 602261;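 active = compounds whose normalised, plate-corrected inhibition of enzyme fluorescence in the single-dose primary screen is 50% or more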;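 note: 0% = DMSO with enzyme and 100% = substrate without enzyme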
Rin1 Abl inh = inhibitors of human Rin1-Abl protein interaction. 0.4% of 360,000 active. P00519+Q13671. inhibition, % at 7.35 µM. TR-FRET Rin1/Abl binding, biochemical; in the data active = inhibition above about 5%, passing the limit was not always enough
MsrA inhibitor = bovine MsrA inhibition; purified bovine MsrA, absorbance read-out; inhibition, % at 15.5 µM; 0.75% of 360,000 active; AID 651718; in the data active = inhibition above about 4.5%;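 note: 0% = vehicle wells with enzyme and 100% = reference inhibitor wells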
MsrA act = bovine methionine sulfoxide reductase A activation; purified bovine MsrA, absorbance read-out; 0.3% of 360,000 active; activation, % at 10.6 µM; in the data active = activation above about 7.5%;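 note: 0% = vehicle and 100% = reference activator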
E coli Lon inh = inhibitors of E. coli Lon protease | 0.42% of 360,000 active | inhibition, % at 7.94 µM | purified E. coli Lon protease, fluorescence polarization; in the data active = inhibition above about 13%, passing the limit was not always enough;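 note: 0% = enzyme with probe and DMSO and 100% = no enzyme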
Target sequence (P0A9M0 whole entry, looked up): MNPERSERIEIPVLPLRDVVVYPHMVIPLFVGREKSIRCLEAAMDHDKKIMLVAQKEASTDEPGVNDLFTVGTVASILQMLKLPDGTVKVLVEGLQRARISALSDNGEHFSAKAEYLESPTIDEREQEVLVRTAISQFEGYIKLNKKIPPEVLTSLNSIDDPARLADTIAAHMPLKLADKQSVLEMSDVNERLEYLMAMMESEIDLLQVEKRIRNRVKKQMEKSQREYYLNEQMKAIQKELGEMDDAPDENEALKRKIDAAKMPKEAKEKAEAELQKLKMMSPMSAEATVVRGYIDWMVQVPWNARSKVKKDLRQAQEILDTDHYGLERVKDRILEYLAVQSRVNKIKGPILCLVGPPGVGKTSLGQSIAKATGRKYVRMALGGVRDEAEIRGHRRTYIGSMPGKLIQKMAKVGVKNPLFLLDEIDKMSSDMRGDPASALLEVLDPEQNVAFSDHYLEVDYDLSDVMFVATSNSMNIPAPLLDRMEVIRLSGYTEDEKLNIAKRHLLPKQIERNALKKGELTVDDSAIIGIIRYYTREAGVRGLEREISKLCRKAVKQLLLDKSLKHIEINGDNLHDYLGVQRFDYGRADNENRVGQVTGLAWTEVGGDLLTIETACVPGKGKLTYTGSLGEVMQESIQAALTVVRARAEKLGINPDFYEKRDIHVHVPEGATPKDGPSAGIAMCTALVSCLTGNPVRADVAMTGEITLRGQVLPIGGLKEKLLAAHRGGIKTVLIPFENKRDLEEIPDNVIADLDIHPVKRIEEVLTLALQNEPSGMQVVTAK
MLLE-PAM2 inh = blocks PAM2 peptide binding to the PABP1 MLLE domain | P11940 | GST-MLLE / FITC-PAM2 fluorescence polarization | inhibition, % at 20 µM | 0.36% of 360,000 active; in the data active = inhibition above about 35%, passing the limit was not always enough;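 note: plate controls were DMSO wells with GST-MLLE for no effect and wells lacking GST-MLLE protein for full effect; some results filed as inactive read as strong as hits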
Neddyl block = inhibitors of human cullin neddylation; P61081+Q13564; TR-FRET cullin neddylation, biochemical; 0.58% of 360,000 active; calls only at 25 µM; in the data active = inhibition above about 36%
TbMetRS inhib = Trypanosoma brucei MetRS inhibition | 0.4% of 360,000 active | AID 624268 | inhibition, % at 11.9 µM | purified T. brucei MetRS, ATP depletion, Kinase-Glo luminescence;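 active = inhibition above a per-plate cutoff of the control wells' mean inhibition plus 3 SD, cut at about 5.5% in these data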;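 note: 0% = DMSO wells median and 100% = median of wells with control inhibitor compound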
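Material: parasite MetRS enzyme / Replication: singlicate, one well per compound / Signal: luminescence of leftover ATP / Schedule: 2 h aminoacylation at 25 °C after 15 min preincubation / Medium: HEPES-MgCl2-KCl buffer plus DTT, spermine, BSA, pyrophosphatase / Doses: 11.9 µM single point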
The depositor's hits bear a star; i = inactive; . = no result given. Not all compounds are listed (hit frequency here may not be typical).

SMILES	CSN deneddyl inh	FAS-TE inh	Rin1 Abl inh	MsrA inhibitor	MsrA act	E coli Lon inh	MLLE-PAM2 inh	Neddyl block	TbMetRS inhib
COC(=O)C1=C(c2ccc(S(C)(=O)=O)cc2)C[C@@H]2CC[C@H]1N2C(=O)NCc1cccc2ccccc12	-5	-2	-2	-0.6	-3	3	5	i	-0.1
COC(=O)C1=C(c2cccc(OC)c2OC)C[C@@H]2CC[C@H]1N2C(=O)NCc1cccc2ccccc12	4	7	1	-0.3	-1	-2	-3	i	-0.2
Cc1cc([P+](=O)O)c(C)n1-c1ccc(Br)cc1	1	-4	2	0.2	-3	-14	-9	i	-0.4
O=C1NC(=O)N(c2ccc3c(c2)OCO3)C(=O)/C1=C/c1ccsc1	6	-6	5	0.7	-14	-25	3	i	-1.4
COC(=O)c1ccc(-n2c(C)nc3ccccc3c2=O)cc1	-10	-7	2	-1.9	1	-3	-1	i	-0.6
CC(=O)[C@@]1(O)CCC2C3CC=C4C[C@@H](O)CC[C@]4(C)C3CC[C@@]21C (some centres not stated)	-3	-3	1	0.2	-3	9	3	i	-0.2
Cc1ccc(N2C(=O)NC(=O)/C(=C\c3cn(CC(=O)O)c4ccccc34)C2=O)cc1	4	-4	3	0.5	-1	-42	-19	i	0.1
COc1ccc(-c2nn(CCC#N)cc2C(=O)Nc2ccccc2Cl)cc1	1	-2	0	-1.1	-2	0	8	i	-0.8
CC1CCCCC12C(=O)NC(=O)NC2=O (configuration not stated)	-4	-8	5	0.4	-4	-5	4	i	-0.4
COC(=O)C1=C(c2ccc(OC(F)(F)F)cc2)C[C@@H]2CC[C@H]1N2C(=O)N1CCCCC1	-2	11	3	0.3	0	-9	-2	i	0.3
Cc1c(C(=O)Nc2ccccc2)c2cc(O)ccc2n1Cc1ccccc1	5	16	1	-1.2	0	4	-6	i	-1.7
COc1ccc(-c2ccc3c(c2)CN(C(=S)NCCc2ccccc2)Cc2cnnn2-3)cc1	-1	27	6	-0.3	-6	-4	-99	i	0.0
c1cc2c(cc1[C@H]1OC[C@H]3[C@@H]1CO[C@@H]3c1ccc3c(c1)OCO3)OCO2	-3	14	-2	3.0	-6	-5	0	i	-1.3
CCC(=NCc1ccc2c(c1)OCO2)c1c(O)n(C)c(=O)n(C)c1=O	0	8	-1	-0.1	1	-11	3	i	-0.4
CCC(=NCCN1CCOCC1)c1c(O)n(C2CCCCC2)c(=O)[nH]c1=O	-3	0	0	-0.7	0	-5	-3	i	-0.2
CCCCn1c(O)c(C=NC2CC3CCC2(C)C3(C)C)c(=O)[nH]c1=O (configuration not stated)	0	10	2	-0.2	-2	-4	-9	i	-0.8
CCCCCn1c(=O)c(C(=O)Nc2cc(C)ccn2)c(O)c2ccccc21	2	20	-5	0.8	-2	6	7	i	-1.4
CCCN(CCC)C1Cc2cc(OC)c(OC)cc2C1	5	-3	1	2.4	0	-2	6	i	-0.1
O=C1NCN(c2ccccc2)C12CCN(C(c1cccs1)c1nnnn1C1CCCCC1)CC2 (configuration not stated)	-2	14	3	-0.1	-1	-6	-2	i	0.5
O=c1[nH]c(=S)[nH]c(O)c1N=Nc1ccc(OC(F)F)cc1	-8	-4	-1	3.0	-6	7	25	i	-0.7
CC(C)CC1C(C#N)=C(N)Oc2c1c(=O)oc1ccccc21 (configuration not stated)	0	1	2	0.1	-1	4	-13	i	0.3
O=C(N1CCCCCC1)N1CC1	0	-4	5	0.7	-12	-5	-8	i	-0.5
Cc1ccc(N)cc1C	4	-3	-2	0.0	-2	-4	-9	i	0.4
CCN(CC)c1ccc(/C=N/c2sc3c(c2C#N)C2CCN3CC2)c(O)c1	-3	-43	-3	.	-5	-383	27	i	0.1
O=c1c2ccccc2nc(/C=C/c2ccc(F)cc2)n1-c1ccccc1O	10	5	0	2.9	-3	-21	-14	i	-0.1
CC(=O)N1N=C(c2cccnc2)OC1c1ccccc1Cl (configuration not stated)	109	-2	5	-0.9	7	-3	5	i	-0.8
CC(C)CCC1(CCO)C(=O)NC(=S)NC1=O	-5	-6	6	-0.1	-13	-8	29	i	0.2
COC(=O)C1=C(c2cccc(OC)c2OC)C[C@@H]2CC[C@H]1N2C	-2	-9	0	2.5	0	-1	-8	i	-0.1
Cc1nnc2ccc(N3CCN(C)CC3)nn12	-3	-5	2	0.3	5	3	6	i	-0.3
O=C(O)Cn1cc(C=C2C(=O)NC(=O)NC2=O)c2ccccc21	7	-7	-2	-0.4	-6	-16	10	i	-1.6
Cc1cc(C)nc(NS(=O)(=O)c2ccc(N=Cc3c(O)n(C)c(=O)n(C)c3=O)cc2)n1	6	1	1	2.2	-3	-7	-17	i	-0.7
CNCCc1ccc(OC)c(OC)c1	4	-4	0	0.5	-2	2	-7	i	-0.4
CC(=O)O[C@@]12CO[C@@H]1C[C@H](O)[C@@]1(C)C(=O)[C@H](O)C3=C(C)[C@@H](OC(=O)[C@H](O)[C@@H](NC(=O)c4ccccc4)c4ccccc4)C[C@@](O)([C@@H](OC(=O)c4ccccc4)C12)C3(C)C (some centres not stated)	1	7	4	0.2	-2	-5	0	i	0.5
CCOC(=O)[C@]12Cc3cc(Cl)ccc3[C@H]1N(Cc1ccccc1)C(=O)c1cc(OC)ccc12	-4	45	.	-0.1	-2	4	.	i	-0.3
CCN(CC)C(=O)c1ccc(NC(=O)CCCSc2ccccc2)cc1	-4	-4	5	0.2	-2	11	-3	i	-0.8
Cc1c(C(c2ccc(F)cc2)c2c(O)c3ccccc3oc2=O)c(=O)n(-c2ccccc2)n1C (configuration not stated)	4	3	-1	0.0	-2	-10	8	i	0.3
CNC(=S)N1CC2CC(C1)c1cccc(=O)n1C2 (configuration not stated)	-5	-6	3	1.5	-6	1	-27	i	-0.9
S=P(N1CCOCC1)(N1CC1)N1CC1	-1	-6	2	-1.0	-2	-14	5	i	0.3
COC(=O)C1=C(c2ccc3ccccc3c2)C[C@@H]2CC[C@H]1N2C(=O)NCc1ccc(F)cc1	-1	17	-2	1.3	-2	6	-14	i	0.0
C[C@@H]1NCCc2cc(O)c(O)cc21	-3	-3	-1	3.3	-4	0	-13	i	-1.3
Cc1nc(CCl)cc(=O)[nH]1	-5	-4	4	-0.6	-3	1	-4	i	-0.2
COc1ccc(-n2c(-c3ccc(C)cc3)nc3ccccc3c2=O)cc1	-1	13	1	-0.7	-3	-1	1	i	0.7
COc1ccc(CCNCc2ccncc2)cc1OC	3	-5	-1	1.3	-3	-8	-1	i	0.0
OCc1cnc[nH]1	-3	-3	-1	2.6	-8	4	1	i	-1.5
Clc1cccc(C2NCc3ccccc3-n3cccc32)c1 (configuration not stated)	1	18	1	-0.1	-4	-1	0	i	-0.5
COC(=O)C1=C(c2c(C)noc2C)C[C@@H]2CC[C@H]1N2C(=O)NCCOc1ccccc1	-4	-8	2	2.3	-6	1	-16	i	-0.4
CC(C)n1c(O)c(C=NCc2cccnc2)c(=O)[nH]c1=S	-1	-4	-2	4.9*	-5	4	1	i	0.5
C/C(=N\N1CCN(C)CC1)c1c(O)n(Cc2ccccc2)c(=O)[nH]c1=O	0	-8	2	-1.1	-3	0	-2	i	0.7
CN(C)c1ccc(C=C2C(=O)NC(=S)NC2=O)cc1	3	-8	0	3.0	1	2	-1	i	0.1
Oc1ccc(Br)cc1CN1CCN(c2ccccc2)CC1	-3	21	2	0.4	5	-5	-10	i	-1.1

4 records picked at random from the list so far, as already listed:
SMILES	CSN deneddyl inh	FAS-TE inh	Rin1 Abl inh	MsrA inhibitor	MsrA act	E coli Lon inh	MLLE-PAM2 inh	Neddyl block	TbMetRS inhib
COc1ccc(CCNCc2ccncc2)cc1OC	3	-5	-1	1.3	-3	-8	-1	i	0.0
OCc1cnc[nH]1	-3	-3	-1	2.6	-8	4	1	i	-1.5
CN(C)c1ccc(C=C2C(=O)NC(=S)NC2=O)cc1	3	-8	0	3.0	1	2	-1	i	0.1
COC(=O)C1=C(c2c(C)noc2C)C[C@@H]2CC[C@H]1N2C(=O)NCCOc1ccccc1	-4	-8	2	2.3	-6	1	-16	i	-0.4

(next part)
SMILES	CSN deneddyl inh	FAS-TE inh	Rin1 Abl inh	MsrA inhibitor	MsrA act	E coli Lon inh	MLLE-PAM2 inh	Neddyl block	TbMetRS inhib
NC(=O)c1ccc(N)nc1	-2	-3	-2	1.0	0	8	4	i	-0.5
CCOC(=O)c1c(-c2ccccc2)oc2ccc(OC(=O)N(C)C)cc12	-5	16	-1	1.1	-14	4	3	.	-1.5
CCCCCCn1c(O)c(C=Nc2ccccc2N2CCOCC2)c(=O)[nH]c1=S	3	-10	-3	0.8	-10	0	-79	i	-1.3
COc1ccc2c3c1OC1C(=O)CC[C@@]4(O)[C@@H](C2)N(C)CC[C@]314 (some centres not stated)	2	-1	3	-1.5	-14	-5	2	i	-1.8
Cc1cc(/C=C2\C(=O)NC(=O)N(Cc3ccccc3)C2=O)c(C)n1C1CC1	-3	-9	-1	3.3	-4	-23	19	i	-0.4
NCCCP(=O)(O)CCc1ccccc1	-1	-8	3	0.7	-2	-2	-6	i	-0.6
COc1cccc(O)c1CN1CCCC(C(=O)c2ccccc2SC)C1 (configuration not stated)	13	-11	-2	0.7	-1	-7	5	i	-0.3
Cn1cc(CCC(=O)N2CCC3(CC2)OCCO3)c2ccccc21	2	-4	-1	2.3	-5	-5	-10	i	-0.4
CCOC(=O)c1nc2ccccc2c(=O)n1-c1cccc(C)c1	6	-5	-2	-1.6	-4	-4	-6	i	-1.1
COc1ccc(CN(CCc2c[nH]c3ccccc23)Cc2ccc(OC)cc2)cc1	-1	28	4	1.6	0	-8	5	i	-0.6
CC(=C1C(=O)c2ccccc2C1=O)N1CCN(CCN=Cc2c(O)n(C)c(=O)n(C)c2=O)CC1	4	-9	3	-0.3	-9	-3	22	i	-1.0
CC(=O)Nc1ccc(OC(=O)N(C)C)cc1	-4	-11	0	-0.7	-8	-9	0	i	-1.3
O=C1CC(c2ccccc2)CC(O)=C1C=NCCN1CCN(C(=O)Cc2ccccc2)CC1 (configuration not stated)	3	-9	0	-1.4	6	0	-5	i	0.2
COc1ccc2cc(C(=O)C3CCCN(C4CCOCC4)C3)ccc2c1 (configuration not stated)	-6	-4	-2	-0.4	-2	103*	-5	.	0.0
CCOC(=O)c1cccc(C2=C(CNC(=O)c3ccc([N+](=O)[O-])cc3)[C@H]3CC[C@@H](C2)N3Cc2ccccc2)c1	5	25	-3	-2.0	-2	3	2	i	-1.0
Nc1ccc(S(=O)(=O)N2CCCCC2c2cccnc2)cc1 (configuration not stated)	-7	-5	1	-1.2	-3	-1	-2	i	0.0
Cc1ccsc1C(=O)C1CCCN(Cc2cnc(N)nc2)C1 (configuration not stated)	3	-6	0	-0.7	-5	-7	5	i	-0.9
Cc1ccc(N2C(=O)NC(=O)/C(=C\C=C\c3ccco3)C2=O)cc1C	69*	-14	-2	-0.5	-3	-220	-89	i	-0.3
O=C(c1cc(F)ccc1F)C1CCCN(CCCc2ccccc2)C1 (configuration not stated)	-6	2	2	0.3	-4	-1	-8	i	-0.7
Cc1nn(Cc2ccccc2Cl)c(Cl)c1C(=O)O	-10	-3	0	0.5	-1	15*	0	i	-0.2
Cc1cc(C)cc(NC2=NCCCS2)c1	-9	-3	1	0.8	0	8	-21	i	-1.1
CCCN1CCC2(CC1)NC(CO)(CO)CO2	-2	-8	4	-0.6	1	-6	12	i	0.0
CCC1(C(=O)c2ccccc2)C2c3ccccc3OC(=O)C21C(C)=O (configuration not stated)	-1	1	2	-1.4	1	-6	-11	i	-0.3
